FBPA coupling cs: inhibits coupling enzyme system, counter-screen for aldolase hits; activity change, negative = inhibition, % at 58.2 µM, hits read low; 0.67% of 290,000 active; coupling enzyme system counterscreen, AmpLite Red fluorescence; in the data active means activity change below about -30%; further: on the % scale 0 is the no-effect control and ±100 the full control effect
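Fluorescence at 525 nm excitation and 598 nm emission measured inhibition of the coupled detection system without aldolase. Compounds (at 57.5 uM final) were preincubated 10 min at room temperature with coupling enzyme reagent before a 20 min substrate/AmpLite Red step.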
AT treatment: candidate therapy for ataxia-telangiectasia | 0.19% of 320,000 active | Potency, µM (doses to about 57.5 µM), inactives show top-dose activation, most hits filed as activators | […] A-T fibroblasts, KAP-1 phosphorylation AlphaLISA; neocarzinostatin DNA damage 30 min before lysis | AID 485349; further: potency means the concentration at half of the fitted maximal effect; % of control where 0% means no effect; nearly all actives have a fitted effect of over 45% in size
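ATM-like activity read as KAP-1 phosphorylation via AlphaLISA donor/acceptor antibody pairs after lysis and 6 hr at 25C. Cells were ATM-null patient fibroblasts ([…], hTERT), dosed 60 min, then exposed to the DSB inducer NCS for 30 min.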
MBNL1-CUG inh: inhibitors of human MBNL1 binding to CUG repeat RNA | Q9NR56 | 0.036% of 280,000 active | Potency, µM (top dose mostly 57.5 µM), for the others: at the top dose activity change, negative = inhibition, most hits filed as inhibitors | TR-FRET MBNL1-His/biotin-(CUG)12 binding, 665/545 ratio; active means well fitted inhibition curve with a large enough effect in the signal ratio, with a control signal flat, not every such curve was filed as active; inconclusive means small, poorly fitted or top-dose-only effect, or effect the other way, or a change in a side signal; inactive means no such curve, though single readings can be large or run the other way; the % refers to the signal ratio; further: potency means the concentration at half of the fitted maximal effect; on the % scale 0 is the no-effect control and ±100 the full control effect
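Compounds (final 92 nM to 58 uM) are added to His-tagged MBNL1 and biotin-(CUG)12, then terbium anti-His antibody and streptavidin-XL665 (5 nM final). After 60 min at room temperature, the 665/545 nm ratio is read.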
KCNH2 3.1 inh: inhibitors of human KCNH2 3.1 potassium channel isoform | U2OS KCNH2 3.1, thallium flux FluxOr; stronger effect = lower value | activity change, % (tested at about 1.8 µM) | 0.95% of 340,000 active | AID 720553;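 active means maximum activity change below -70%; inconclusive means maximum activity change from -70% to -50%; inactive means maximum activity change above -50%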;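 further: thallium influx rate constant from kinetic fluorescence after stimulation buffer; on the % scale 0 is the no-effect control and ±100 the full control effect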
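Virally transduced U2OS (3.1 isoform, 4 h infection in dark at RT) → overnight 37 C → FluxOr + Red40 in HBSS/HEPES, 45 min → stimulation buffer, 2 min kinetic read → rate constant vs DMSO controls.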
MLL CXXC-DNA inh: MLL CXXC-DNA interaction inhibition. AID 2662. Potency, µM (doses to about 115 µM), for the others: at the top dose activity change, negative = inhibition, usual class: inhibitors. 0.037% of 290,000 active. MLL-CXXC / FITC-HOXA9 DNA fluorescence polarization; active means well fitted inhibition curve with a large enough effect in the polarisation, with a control signal flat, not every such curve was filed as active; inconclusive means small, poorly fitted or top-dose-only effect, or effect the other way, or a change in a side signal; inactive means no such curve, though single readings can be large or run the other way; the % refers to the polarisation; further: potency means the concentration at half of the fitted maximal effect
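Purified MLL-CXXC (added from a 7 uM solution) was preincubated 5 min at ambient with pinned compounds in 50 mM Tris-HCl pH 7.5, 50 mM NaCl, 1 mM DTT, 0.05% BSA. Fluorescein-labeled HOX-A9 DNA (50 nM solution) followed, 30 min, then polarization read.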
a7 integrin act: activators of alpha7 integrin expression for muscular dystrophy | alpha7betagal myoblasts, beta-gal FDG fluorescence, 48 h | Potency, µM (titrated, usually from 38.3 µM), without a hit: at the highest dose activation, actives largely listed as activators | 0.064% of 350,000 active;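 further: potency means the concentration at half of the fitted maximal effect; 100% = response of the positive control SU9516; nearly all actives have a fitted effect of over 60% in size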
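Alpha7betagal+/- myoblasts (passage 13) were plated 16-24 hr, then exposed to compounds (1:260 dilution of DMSO stock) for 48 hours at 37C. After MPER lysis, β-galactosidase reporter activity was read as FDG fluorescence (ex 480/em 540) after 30 minutes.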
S-ASM inh: blocks human secretory acid sphingomyelinase | 0.006% of 340,000 active | placental ASM, HMU-PC fluorogenic substrate, 60 min | P17405 | Potency, µM (series often up to 57.5 µM), for inactives: top-dose activity change, negative = inhibition, hits mostly inhibitors; further: potency means the concentration at half of the fitted maximal effect
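Fluorescence read-out (Ex 386 nm, Em 447 nm) after stopping the reaction at pH 10. Enzyme: ASM from human placenta; substrate HMU-PC0, 9 uM final; 60 min, 37 °C. Compound preincubation 10 min, ambient temperature.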
TRPV1 agonist: activates the human vanilloid receptor TRPV1; Q8NER1; TRPV1-expressing cells, Fluo-8 calcium influx, agonist mode; activation, % at 8.33 µM; 0.19% of 320,000 active; in the data active means activation above about 80%; inconclusive means between about 30% and that limit; further: 0% is about no effect
Target sequence (Q8NER1 whole entry, looked up): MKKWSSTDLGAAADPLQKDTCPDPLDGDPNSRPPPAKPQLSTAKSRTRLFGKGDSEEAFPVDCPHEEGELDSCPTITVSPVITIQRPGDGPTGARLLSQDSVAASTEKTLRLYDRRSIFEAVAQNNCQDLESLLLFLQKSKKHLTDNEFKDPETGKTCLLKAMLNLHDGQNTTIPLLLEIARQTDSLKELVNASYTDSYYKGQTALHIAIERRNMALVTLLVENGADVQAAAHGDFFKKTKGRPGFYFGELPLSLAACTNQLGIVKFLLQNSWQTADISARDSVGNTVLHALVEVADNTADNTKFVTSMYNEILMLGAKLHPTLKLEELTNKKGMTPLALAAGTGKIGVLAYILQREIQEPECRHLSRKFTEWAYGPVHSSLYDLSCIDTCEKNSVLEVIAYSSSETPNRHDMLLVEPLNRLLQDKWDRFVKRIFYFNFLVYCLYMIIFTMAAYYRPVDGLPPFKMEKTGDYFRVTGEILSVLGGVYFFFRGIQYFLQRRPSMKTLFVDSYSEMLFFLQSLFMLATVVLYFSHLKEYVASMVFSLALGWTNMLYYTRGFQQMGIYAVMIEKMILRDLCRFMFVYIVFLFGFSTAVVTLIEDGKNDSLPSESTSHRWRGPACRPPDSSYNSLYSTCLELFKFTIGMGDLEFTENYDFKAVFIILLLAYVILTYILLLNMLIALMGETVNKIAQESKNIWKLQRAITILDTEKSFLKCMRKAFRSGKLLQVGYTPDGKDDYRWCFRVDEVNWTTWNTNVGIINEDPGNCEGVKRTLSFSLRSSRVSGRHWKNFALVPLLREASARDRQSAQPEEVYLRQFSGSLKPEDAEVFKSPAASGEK
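Fluo-8 calcium influx in TRPV1-expressing cells, kinetic read (ex 480/em 520 nm). Compound added and read 3 min for agonist activity, followed by capsaicin at EC20 final and 2 min further read for enhancement.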
GALK inh: inhibitors of human galactokinase. P51570. Purified GALK, Kinase-Glo residual ATP luminescence. Potency, µM (titrated, usually from 57.5 µM), for the others: at the highest dose activity change, negative = inhibition, usual class: inhibitors. 0.007% of 270,000 active. AID 1868; further: potency means the concentration at half of the fitted maximal effect; on the % scale 0 is the no-effect control and ±100 the full control effect
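Compounds were pin-transferred into ATP buffer (35 uM final), then GALK plus galactose (5 nM, 100 uM final) was added. After 1 h at room temperature, Kinase-Glo Plus was added and luminescence read after 10 min.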
KCNH2 WT inh: KCNH2 (human, wildtype) channel inhibition; Q12809; U2OS, BacMam KCNH2, thallium flux FluxOr; stronger effect = lower value; activity change, % at 1.84 µM; 0.37% of 340,000 active; AID 720551;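 active means maximum activity change below -70%; inconclusive means maximum activity change between -70% and -50%; inactive means maximum activity change above -50%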; further: on the % scale 0 is the no-effect control and ±100 the full control effect
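U2OS cells were transduced with wild-type KCNH2 virus (2.03 x 10^8 / mL) for 4 h at room temperature, then cultured overnight at 37 C. Thallium flux was read with FluxOr dye. Rate constants were normalized to DMSO controls.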
The depositor's hits bear a star; ? = inconclusive; / = not tested or not shown; [ ] = another dose, or the depositor's remark. Unless noted, the call rests on the fitted dose curve; in most records, active means well fitted curve in the direction sought with a large enough effect; inconclusive means small, poorly fitted or top-dose-only effect, or another doubt; inactive means no such curve, though single readings can be large; an effect the other way counts as inactive or inconclusive. Hits appear at their usual frequency; any-hit rate near 2%.

SMILES	FBPA coupling cs	AT treatment	MBNL1-CUG inh	KCNH2 3.1 inh	MLL CXXC-DNA inh	a7 integrin act	S-ASM inh	TRPV1 agonist	GALK inh	KCNH2 WT inh
COc1ccc(C(=O)Nc2cccc(C(=O)NCc3ccccc3)c2)cc1	-1	3%	-4%	14	3%	-28%	-8%	-1	2%	7
CC(C)=CC(=O)OCc1cc([N+](=O)[O-])cc2c1OCOC2	0	-1%	17%	12	-3%	28%	-7%	3	9%	1
CN(C)c1ccc(/C=C(\NC(=O)c2ccccc2)C(=O)NCCN2CCOCC2)cc1	2	1%	?	-14	3%	9%	17%	-1	1%	9
COc1cc2nc(NCCCN3CCN(C)CC3)n3nc(-c4ccccc4)nc3c2cc1OC	0	1%	-17%	5	-8%	-40%	-3%	3	1%	14
Cc1ccc(C2(c3noc(CN4CCC(c5ccncc5)CC4)n3)CCCC2)cc1	-7	4%[11.5 µM]	0%	/	7%	-27%	-1%	15	0%	15
COc1ccc(CCNC(=O)Cn2cnc3c(cnn3C(C)(C)C)c2=O)cc1OC	0	1%	-1%	12	0%	0%	-2%	6	2%	-9
Cc1cccc(OCCn2c(=S)[nH]c3ccccc32)c1	-3	-1%	-16%	17	7%	-33%	-8%	2	-2%	-4
Cc1ccc(-c2nn(-c3ccccc3)cc2/C=C/C(=O)Nc2cccc(S(N)(=O)=O)c2)cc1	-5	-8%	3%	8	-14%	-47%[inhibitor]	-24%	?	1%	4
COc1ccc(C2c3[nH]c4ccccc4c3C[C@H]3C(=O)N(c4ccccc4C(=O)N4CCC[C@H]4C(=O)O)C(=O)N23)cc1 (stereo not given in full)	2	-8%	-4%	1	4%	-1%	-4%	-1	/	0
COc1ccc(NC(=S)Nc2cccc(C)n2)cc1	2	4%	-2%	5	35%[activator]	10%	0%	-5	-3%	-8
O=C(CCSc1ccccn1)Nc1ccc(Br)cc1	5	-2%	-2%	-2	12%	1%	3%	27	0%	0
Cc1c(C)n(C(=O)CSc2nc3ccccc3[nH]2)c2ccccc12	-1	/	-3%	-5	28%	-22%	-11%	2	5%	6
Cc1ccc(Cn2ncc3c(NN)ncnc32)cc1	0	-3%	-1%	6	4%	-13%	4%	0	3%	2
C=CCSc1nnc(NC(=O)Cc2ccc(OC)c(OC)c2)s1	1	-12%	-1%	10	5%	-17%	6%	?	-1%	-4
Cc1cc(C)nc(-n2nc(C)c3c(C(=O)O)cc(-c4cccc(Br)c4)nc32)n1	3	27%	3%	1	6%	-4%	1%	-1	-1%	2
Cc1cccnc1NCc1ccc(O)c2ncccc12	3	2%	26%	1	60%[activator]	-41%	-1%	-3	4%	4
C=CCNC(=S)Nc1cccc(NC(=S)NCC=C)c1	-1	2%	-10%	-2	10%	-12%	3%	0	-2%	-8
COCCNc1nnc(SCC(=O)NC(=O)c2ccccc2OC)s1	/	-3%	-7%	14	14%	8%	3%	6	-1%	13

An excerpt from above in order of SMILES length, ascending.
SMILES	FBPA coupling cs	AT treatment	MBNL1-CUG inh	KCNH2 3.1 inh	MLL CXXC-DNA inh	a7 integrin act	S-ASM inh	TRPV1 agonist	GALK inh	KCNH2 WT inh
Cc1cccnc1NCc1ccc(O)c2ncccc12	3	2%	26%	1	60%[activator]	-41%	-1%	-3	4%	4
O=C(CCSc1ccccn1)Nc1ccc(Br)cc1	5	-2%	-2%	-2	12%	1%	3%	27	0%	0
COc1ccc(NC(=S)Nc2cccc(C)n2)cc1	2	4%	-2%	5	35%[activator]	10%	0%	-5	-3%	-8
C=CCNC(=S)Nc1cccc(NC(=S)NCC=C)c1	-1	2%	-10%	-2	10%	-12%	3%	0	-2%	-8
Cc1cccc(OCCn2c(=S)[nH]c3ccccc32)c1	-3	-1%	-16%	17	7%	-33%	-8%	2	-2%	-4
COCCNc1nnc(SCC(=O)NC(=O)c2ccccc2OC)s1	/	-3%	-7%	14	14%	8%	3%	6	-1%	13
Cc1c(C)n(C(=O)CSc2nc3ccccc3[nH]2)c2ccccc12	-1	/	-3%	-5	28%	-22%	-11%	2	5%	6
COc1ccc(CCNC(=O)Cn2cnc3c(cnn3C(C)(C)C)c2=O)cc1OC	0	1%	-1%	12	0%	0%	-2%	6	2%	-9
Cc1cc(C)nc(-n2nc(C)c3c(C(=O)O)cc(-c4cccc(Br)c4)nc32)n1	3	27%	3%	1	6%	-4%	1%	-1	-1%	2
Cc1ccc(-c2nn(-c3ccccc3)cc2/C=C/C(=O)Nc2cccc(S(N)(=O)=O)c2)cc1	-5	-8%	3%	8	-14%	-47%[inhibitor]	-24%	?	1%	4
COc1ccc(C2c3[nH]c4ccccc4c3C[C@H]3C(=O)N(c4ccccc4C(=O)N4CCC[C@H]4C(=O)O)C(=O)N23)cc1 (stereo not given in full)	2	-8%	-4%	1	4%	-1%	-4%	-1	/	0

Source: PubChem (National Center for Advancing Translational Sciences (NCATS))
